High-throughput results from PubChem BioAssay.
miR122 inh = blocks miR-122 activity in Huh7 sensor cells | activation (reporter increase), % at 12.5 µM | Huh7 miR-122 Renilla luciferase sensor, 48 h; neutral wells = 0, positive control = 100 | AID 602342 | hit rate 0.3% among 340,000;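 active = mean replicate activation score at least 90 and every replicate individually at or above 90; inconclusive = only one of the two criteria met; inactive = neither criterion met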;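 also: higher luciferase means less miR-122 activity so hits act as miR-122 inhibitors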
C2C12 statin = protects C2C12 myotubes from simvastatin toxicity; ATP luminescence, 48 h; scaled: DMSO 0, geranylgeraniol control 100; rescue of ATP level, % at 7.49 µM; hit rate 0.78% among 330,000;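 active = mean ATP rescue above about 67%, or every replicate alone reaching that limit, limit read from the data, passing the limit was not always enough; inconclusive = no clear call, values can overlap the other calls; inactive = mean under the limit and some replicate under it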;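 also: myotubes were challenged with 10 µM simvastatin during compound exposure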
PGC1a acetyl inh = modulators of PGC1a acetylation | inhibition, % at 15.6 µM | U2OS PGC1a acetylation, AlphaScreen anti-acetyl-lysine; with virally co-expressed GCN5 acetyltransferase | hit rate 0.17% among 350,000;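 active = every replicate shows inhibition of at least 40%; inconclusive = mean inhibition at least 40% but some replicate below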;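 also: 0% = neutral control wells and 100% = positive control wells; some results beyond the cut were filed as inactive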
Cneo AK release = causes C. neoformans cell lysis. adenylate kinase release luminescence, 4 h; normalised: neutral wells 0, clomiphene wells 100. lysis activity, % at 15 µM. hit rate 0.2% among 360,000;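 active = mean lysis activity across replicates of at least 80%, whatever share of replicates individually reach that level; inactive = mean lysis activity below 80%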
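read-out = cell lysis signal | test system = log-phase Cryptococcus neoformans yeast cells | input = cells at 5 × 10^6 per mL | medium = fresh YPD growth medium | signal = luminescent adenylate kinase detection reagent | timing = 4 h at 37 °C static, read 1 h later | dosing = single dose | controls = Clomiphene as positive lysis control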
INS-1E GSIS act = primary screen for activators of insulin secretion dependent on glucose, INS-1E cells, GLuc reporter luminescence. AID 743287. activation, % at 16.6 µM. INS-1E GLuc reporter insulin secretion, 2-3 h. hit rate 0.61% among 370,000;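 active = lowest replicate activation of at least 40%, so every replicate reaches that level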;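 also: 0% = median of neutral control wells and 100% = median of IBMX positive control wells; some compounds called inactive have numbers as strong as hits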
FN deposit inh = fibronectin deposition inhibition | AH1F fibroblasts, Alexa488-fibronectin deposition fluorescence, overnight | inhibition, % at 12.6 µM | hit rate 0.086% among 350,000 | AID 743247;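 active = mean inhibition across replicates of 30% or more, regardless of how many single replicates reach that level; inconclusive = mean under 30% yet at least half of replicates reach 30%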;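 also: positive control wells lacked labelled fibronectin entirely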
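Schedule: 1 h cell adhesion before compound, then overnight fibronectin incubation; test system: AH1F fibroblast monolayer depositing Alexa488-labelled fibronectin into matrix; quantity: 10000 AH1F cells per well; probe or stimulus: fluorescent fibronectin at 24 nM final; signal: fluorescence, ex 485 nm, em 525 nm; evaluation: percent inhibition as loss of matrix-bound fibronectin fluorescence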
CFTR F508del cor = CFTR F508del correction in bronchial cells; CFBE cells, YFP halide quenching; stimulated with forskolin plus potentiator P3; % fluorescence drop versus neutral controls; activity (quench increase), % at 7.58 µM; hit rate 0.36% among 350,000;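 active = mean added fluorescence quench of at least 8% versus neutral control, with both replicates also reaching 8%; inconclusive = only one of the mean or replicate conditions met; inactive = mean below 8% and not both replicates reaching 8%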;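 also: cells transiently co-express mutant CFTR-F508del with the halide-sensitive YFP; corrector assay measuring rescue of mutant channel to the surface after 24 h compound exposure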
PglD inh = blocks C. jejuni PglD acetyltransferase activity; inhibition, % at 12.5 µM; purified PglD enzyme, DTNB colorimetric CoA detection; hit rate 0.098% among 360,000; in the data active = inhibition above about 16%, passing the limit was not always enough; inconclusive = no clear call, values can overlap the other calls; also: strong numbers were not always called active
* marks the source's active call; other numbers are inactive results; u = inconclusive; x = not tested or not shown; & = joins results of further samples; [ ] = dose if it differs, or a comment.

SMILES	miR122 inh	C2C12 statin	PGC1a acetyl inh	Cneo AK release	INS-1E GSIS act	FN deposit inh	CFTR F508del cor	PglD inh
CCOC(=O)CSc1nc2c(sc(=S)n2Cc2ccco2)c(=O)n1-c1ccc(F)cc1	-2	-1	-15	x	-5	0	x	x
NC1=NC[C@@H](Cc2ccc(O)cc2)N1CCCCC1CCCCC1	-1	-123	12	5	x	-1	2.6	-2
Cc1cc(=O)[nH]c(SCC(=O)N(CCC#N)c2ccccc2)c1C#N	-2	3	-5	0	4	x	-3.7	1
CCN(CC(=O)Nc1c(F)cccc1F)C(=O)c1ccc2c(c1)S(=O)(=O)N=C1CCCCCN12	-6	x	6	x	3	-2	1.8	x
Cc1ccc(Cn2nc(C)c(NC(=O)c3cc(-c4ccco4)on3)c2C)cc1	-5	x	3	x	-14	x	-1.0	x
Cc1ccc2c(CN3CCOCC3)cc(=O)oc2c1C	-5	2	-1	-1	17	4	1.1	-3
NS(=O)(=O)c1ccc(NC(=O)COC(=O)CCc2c[nH]c3ccccc23)cc1	x	x	15	x	-11	4	1.8	x
COC(=O)CSc1nnc(-c2ccc(S(=O)(=O)NCc3ccccc3Cl)cc2)o1	2	0	11	13	x	-3	x	3
CCc1noc(C)c1C(=O)OCC(=O)Nc1nc(-c2ccc(F)c(F)c2)cs1	-10	15	-6	1	x	3	-0.1	-1
Cc1c(Cl)cccc1NC(=S)Nc1ccc2[nH]c(=O)[nH]c2c1	-6	-2	3	-3	x	-1	1.3	-2
O=C(CN1CC(=O)Oc2ccccc21)OCC(=O)c1ccc(F)cc1	x	x	-7	x	3	0	-0.2	x
Cc1nn(Cc2ccc(F)cc2)c(Cl)c1/C=N/NC(=O)c1cccnc1	-2	x	-8	3	8	0	-0.6	-36

Compound profiles, as listed above.
COC(=O)CSc1nnc(-c2ccc(S(=O)(=O)NCc3ccccc3Cl)cc2)o1 as listed: miR122 inh: 2; C2C12 statin: 0; PGC1a acetyl inh: 11; Cneo AK release: 13; INS-1E GSIS act: x; FN deposit inh: -3; CFTR F508del cor: x; PglD inh: 3
NC1=NC[C@@H](Cc2ccc(O)cc2)N1CCCCC1CCCCC1 as listed: miR122 inh: -1; C2C12 statin: -123; PGC1a acetyl inh: 12; Cneo AK release: 5; INS-1E GSIS act: x; FN deposit inh: -1; CFTR F508del cor: 2.6; PglD inh: -2

The listing continues.
SMILES	miR122 inh	C2C12 statin	PGC1a acetyl inh	Cneo AK release	INS-1E GSIS act	FN deposit inh	CFTR F508del cor	PglD inh
CC(C)CC#Cc1cnc2c(c1)C(=O)N([C@@H](C)CO)C[C@H](C)[C@@H](CN(C)C(=O)Nc1cccc(F)c1)O2	-8[16.7 µM]	15	-6	-2	-17	x	0.5	0
C[C@H]1CN([C@@H](C)CO)C(=O)CCCn2cc(nn2)CO[C@@H]1CN(C)C(=O)Nc1ccc(C(C)(C)C)cc1	-7	-4&9	-5	0&-4	-9&0	7&-7	-2.5&-0.2	-3&1
C[C@H]1CN([C@@H](C)CO)C(=O)c2cccc(NC(=O)c3ccncc3)c2O[C@@H]1CN(C)C(=O)Nc1ccccc1	8[16.7 µM]	4	0	-1	1	x	-3.4	5
CCCCn1c(=O)n(CC(=O)Nc2ccc(C)c(Cl)c2)c(=O)c2c1ncn2Cc1ccco1	7	21	-4	0	x	x	x	-6
COc1ccc(S(=O)(=O)N(C)C[C@H]2Oc3ncc(-c4ccncc4)cc3C(=O)N([C@H](C)CO)C[C@@H]2C)cc1	2[16.7 µM]	-10	-2	2	-2	-14	-1.2	11
Cc1ccccc1OCCCCCn1ccnc1	5	-166	6	3	x	-13	x	5
CO[C@H]1CN(C)C(=O)c2cc(NC(=O)CC(F)(F)F)ccc2OC[C@H](C)N(CCC(F)(F)F)C[C@@H]1C	-11[16.7 µM]	-9	0	1	-10	2	2.4	2
CN(C)/C=C(\C#N)C(=O)c1cccc(Oc2ccc(Br)cc2)c1	-4	19	-3	-3	x	-11	x	5
CCCn1c(SCC(=O)c2cc(OC)ccc2OC)nc2c1c(=O)n(C)c(=O)n2C	-2	11	10	3	x	x	x	-1
C/C(=N/NC(=O)NC12CC3CC(CC(C3)C1)C2)c1ccccc1	1	3	-1	6	-3	-2	3.3	1
C[C@@H]1CN([C@H](C)CO)C(=O)c2cc(NC(=O)C3CCCCC3)ccc2O[C@@H](C)CCCCO[C@H]1CN(C)Cc1ccc2c(c1)OCO2	-2[16.7 µM]	-104	x	-1	-19	x	4.1	-3
Cc1ccc2c(O)c(Cc3ccccc3)c(=O)[nH]c2n1	-5	10	x	-2	2	8	-0.9	-6
O=[N+]([O-])c1ccc(-c2nc(Nc3cccc(O)c3)c3ccccc3n2)cc1	-6	-15	-45	-3	12	0	2.1	-5
CC1(C2CC(C(F)(F)F)n3nc(C(=O)O)cc3N2)CC1 (stereo unspecified)	-6	-2	15	-2	10	-9	-2.7	3
Cc1ccc(S(=O)(=O)NCCNC(=O)CN2CCCC2)cc1	x	x	-17	1	x	12	x	6
Cc1cc(C)n(CC(=O)c2cccc([N+](=O)[O-])c2)n1	-7	4	0	0	1	-6	-1.7	-4
C/C(=N\OC(=O)c1ccc(F)cc1)c1sc(-c2ccc(Cl)cc2)nc1C	-5	-2	0	-3	35	-4	-3.3	8
CC1CCCN(S(=O)(=O)c2ccc(C(=O)Nc3sc4c(c3C(N)=O)CCN(C)C4)cc2)C1 (stereo unspecified)	x	x	x	0	-6	0	1.6	-3
Cc1cccc2[nH]c(CN(C)Cc3nc(CC4CC4)no3)nc12	x	-7	1	1	0	-9	-0.5	36*
Cc1noc(C)c1S(=O)(=O)Nc1ccc2c(c1)CC(=O)N([C@H](C)CO)C[C@H](C)[C@H](CN(C)S(=O)(=O)c1ccc(Cl)cc1)O2	12[16.7 µM]	-18	-3	-1	-27	-12	1.9	-1
OCc1ccccc1-c1ccc2nncn2c1	-2	10	6	2	0	x	-0.7	8
CCC(=O)Nc1ccc2c(c1)C(=O)N(C)C[C@H](OC)[C@H](C)CN(C(=O)Cc1cccnc1)[C@H](C)CO2	-15[16.7 µM]	24	2	-6	-2	-2	1.5	5
O=C1[C@H](Cc2ccccc2)NCCCC[C@H](c2ccc(Cl)cc2)N1Cc1ccc(Cl)cc1	-4	1	-1	-1	2	-6	0.4	-2
COc1ccc(/C=N/NC(=O)c2ccccc2)cc1CN1CCN(c2ccc(F)cc2)CC1	-2	-7	-1	-1	x	x	x	-6
CC(=O)Nc1ccc(NC(=O)CSc2cn(CC(=O)N3CCOCC3)c3ccccc23)cc1	x	8	x	0	14	-1	-4.6	-3
O=C(OCc1nc2ccccc2s1)c1ccc(Br)o1	8	x	9	x	-10	-6	-0.8	x
O=C(NCCCn1ccnc1)c1sc2cccc(F)c2c1Cl	2	-7	-2	4	x	0	x	-2
COc1ccc(C2=NOC(C(=O)Nc3cccc(O)c3)C2)cc1 (stereo unspecified)	20	4	7	4	2	1	-2.1	0
Cc1noc(C)c1NC(=O)Nc1ccc2c(c1)C(=O)N([C@H](C)CO)C[C@@H](C)[C@H](CN(C)S(=O)(=O)c1cn(C)cn1)O2	-4[16.7 µM]	6	20	6	17	x	1.1	-2
CCN1CCN(Cc2ccc(OCc3ccccc3)c(OC)c2)CC1	x	-9	9	-2	x	5	x	4
CCCCOP(=O)(c1ccc(N(C)C)cc1)C(O)c1ccc(C(C)C)cc1 (stereo unspecified)	14	10	x	0	x	11	-0.4	1
CC(C)NC(=O)NCC[C@@H]1CC[C@H](NC(=O)c2ccc(F)cc2)[C@@H](CO)O1	-6[16.7 µM]	8	30	-1	8	6	-0.2	-2
Cc1ccnc(NC(=O)c2ccc([N+](=O)[O-])o2)c1	5	17	-40	-2	-3	0	x	0
S=C(c1ccc(-c2cccc(Cl)c2)o1)N1CCOCC1	-3	62	1	-3	-12	x	-1.5	-5
COc1ccc(C(O)c2nc(-c3ccoc3)cs2)cc1 (stereo unspecified)	1	18	8	-1	-17	0	-5.0	-3
CCOc1ccccc1OCCCC(=O)N(C)CC(=O)Nc1cc(C)ccc1C	11	7	x	1	-15	9	0.3	1
CC1=C(C(=O)N2CCOCC2)CC(CC(=O)NCCCCc2ccccc2)C(=O)N1CCCN1CCCC1=O (stereo unspecified)	-8	-2	-7	3	-4	-4	2.1	-3
CCC[C@H]1CN(c2ccc(Br)cc2)C(=O)[C@@H]1CC(=O)NC	-10	-5	-4	2	11	x	-0.4	1
Cc1ccc(C(=O)N(C)CC(=O)Nc2ccc(N3CCOCC3)cc2)s1	x	-5	x	-7	-12	-1	2.8	1
C=CCC(NCc1ccco1)c1ccc(OC)c(OC)c1 (stereo unspecified)	-11	x	x	2	x	-5	x	-1
Cc1ccc(S(=O)(=O)N2CCC(=O)N(C(COCc3ccc(C(F)(F)F)cc3)Cc3ccccc3)CC2)cc1 (stereo unspecified)	-5	-15	x	-7	-13	-3	-1.6	-4
CCCCn1c(=O)[nH]c2ccccc21	-4	9	19	-2	x	-1	1.2	-6
Cc1nc(C(C)NC(=O)c2cc(COc3ccc(F)c(F)c3)on2)cs1 (stereo unspecified)	-1	2	0	-1	-10	23	-4.7	0
COc1ccccc1NC(=O)/C(=C\c1cccnc1)NC(=O)c1ccccc1	-4	-2	x	0	3	-1	1.8	1
Cc1cc(-c2ccc(S(=O)(=O)N3CCN(c4cccc(C)c4C)CC3)s2)on1	0	-1	4	3	11	9	1.7	2
CCCc1cc(=O)[nH]c(SCC(=O)c2cc(C)n(C3CC3)c2C)n1	-7	5	4	1	11	x	x	0
CCC(=O)N1CCc2cc(S(=O)(=O)N3CCN(C(=O)c4ccco4)CC3)ccc21	-4	1	-9	3	x	x	x	2
Cc1ccc2[nH]c3c(c2c1)CCCC3NCCO (stereo unspecified)	-2	-1	-26	-1	8	0	-1.0	-4
C[C@@H]1CN([C@@H](C)CO)C(=O)c2cc(NC(=O)Cc3ccccc3)ccc2O[C@H]1CN(C)S(C)(=O)=O	0[16.7 µM]	16	12	x	12	14	2.5	x
O=S(=O)(c1ccc(Cl)cc1)N1CCN(C(=S)NCC2CCCO2)CC1 (stereo unspecified)	x	5	x	1	-15	x	-0.2	-1
CN1c2ccc(-c3ccccc3)cc2[C@@H]2[C@@H](CCN2C(=O)Cc2ccccn2)[C@@H]1CO	-2[16.7 µM]	40	-1	-2	-5	-16	-2.4	1
O=C(Nc1nc2ccccc2[nH]1)c1ccc([N+](=O)[O-])cc1	x	x	10	x	6	9	1.3	x
C[C@@H]1CN([C@@H](C)CO)C(=O)c2cc(NC(=O)Nc3ccc4c(c3)OCO4)ccc2O[C@H]1CN(C)Cc1ccncc1	3[16.7 µM]	-23	1	7	7	-10	0.3	8
Cc1cccc(N(CC(=O)NC(C)C)C(=O)CCC(=O)Nc2nccs2)c1	x	8	x	1	-1	1	-9.2	1
O=C(c1ccc(S(=O)(=O)Nc2ccc(F)cc2)cc1)N1CCN(C(=O)c2ccco2)CC1	7	11	2	2	x	2	x	2
CCCCNS(=O)(=O)c1ccc(NC(=O)c2cccs2)cc1	u	-11	-10	0	1	8	0.6	6
CC(C)CC(=O)Nc1ccc2c3c(cccc13)CC2	2	-2	x	0	-3	-1	x	4
Cc1ccccc1CN1CCN(S(=O)(=O)c2ccc(F)cc2)CC1	-1	x	x	26	x	10	x	1
